From PubChem
ERAP1 inh = human ERAP1 aminopeptidase inhibitors, primary screen, biochemical, single point, plate reader | recombinant ERAP1, Leu-AMC fluorescence, 60 min | inhibition, % at 10.7 µM | actives 0.15% (n = 340,000) | AID 652197, 2013;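 active = mean replicate inhibition of at least 30%, or all replicates individually reaching that 30% level; inactive = mean below 30% and not every replicate reaching it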;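 note: 0% = neutral control wells and 100% = L-leucinethiol positive control wells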
E-sel inducer = E-selectin induction in HUVECs, primary screen, imaging, HUVEC, immunofluorescence imaging, single point | P16581 | normalized: neutral wells 0, TNF-alpha wells 100 | activation, % at 7.58 µM | actives 0.37% (n = 260,000) | AID 686992, 2013;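 active = mean E-selectin-positive cell signal at least 10% of the positive control, reached in at least 60% of replicates, without over 20% cell loss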;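 note: in these data hits start at about 27%; measured in HUVEC primary endothelial cells; signal is the percent of cells scored E-selectin positive by PE staining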
Target sequence (P16581 whole entry, looked up): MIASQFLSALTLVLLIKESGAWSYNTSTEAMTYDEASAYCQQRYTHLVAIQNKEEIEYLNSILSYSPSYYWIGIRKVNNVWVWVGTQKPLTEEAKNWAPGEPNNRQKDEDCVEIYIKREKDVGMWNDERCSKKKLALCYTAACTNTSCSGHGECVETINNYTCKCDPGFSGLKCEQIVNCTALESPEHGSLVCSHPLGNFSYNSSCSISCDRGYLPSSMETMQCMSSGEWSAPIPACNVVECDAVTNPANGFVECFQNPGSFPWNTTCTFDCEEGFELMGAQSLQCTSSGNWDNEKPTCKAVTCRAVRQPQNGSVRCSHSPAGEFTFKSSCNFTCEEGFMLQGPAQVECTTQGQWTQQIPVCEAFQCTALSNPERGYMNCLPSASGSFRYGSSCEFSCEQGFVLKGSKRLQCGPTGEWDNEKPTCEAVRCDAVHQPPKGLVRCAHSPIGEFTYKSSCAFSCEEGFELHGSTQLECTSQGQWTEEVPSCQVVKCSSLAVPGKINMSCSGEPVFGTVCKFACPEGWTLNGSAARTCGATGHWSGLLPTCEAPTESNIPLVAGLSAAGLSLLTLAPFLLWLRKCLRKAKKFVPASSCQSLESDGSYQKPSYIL
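Assay system: HUVEC, human umbilical vein endothelial cells / Amount: 3,000 HUVEC/well / Controls: TNF-alpha positive control, DMSO neutral control / Compound dosing: single concentration / Medium: EGM-2 over gelatin coat / Evaluation: percent E-selectin-positive cells / Signal: immunofluorescence imaging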
Cneo AK release = Cryptococcus neoformans cell lysis inducers, primary screen, AK release luminescence, single concentration; AID 651654, 2012; C. neoformans lysis, adenylate kinase release luminescence, 4 h; normalised: neutral wells 0, clomiphene wells 100; actives 0.2% (n = 360,000); lysis activity, % at 15 µM;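 active = mean lysis activity across replicates of at least 80%, whatever share of replicates individually reach that level; inactive = mean lysis activity below 80%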
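Material – Cryptococcus neoformans yeast cells · Quantity – 5 × 10^6 yeast cells/mL · Buffer or medium – YPD medium · Compound – single dose · Timing – 4 h static compound exposure, 37 °C, read 1 h post-reagent · Signal – adenylate kinase release luminescence · Read-out basis – lysis from increased AK signal · Benchmarks – Clomiphene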
PglD DTNB = C. jejuni PglD acetyltransferase inhibitors, primary screen, biochemical, DTNB colorimetric, single point; UDP-N-acetylbacillosamine N-acetyltransferase PglD (Campylobacter jejuni); purified PglD enzyme, DTNB colorimetric CoA detection; inhibition, % at 12.5 µM; actives 0.098% (n = 360,000); in the data active = inhibition above about 16%, passing the limit was not always enough; note: strong numbers were not always called active
RAD52 inh = RAD52 DNA annealing inhibitors, primary screen, biochemical, FRET, single point, set 2. DNA repair protein RAD52 homolog (Homo sapiens), P43351. recombinant RAD52 DNA annealing, FRET fluorescence. actives 0.46% (n = 360,000). inhibition, % at 18.7 µM;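 active = every replicate showing at least 50% inhibition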
Target sequence (P43351 whole entry, looked up): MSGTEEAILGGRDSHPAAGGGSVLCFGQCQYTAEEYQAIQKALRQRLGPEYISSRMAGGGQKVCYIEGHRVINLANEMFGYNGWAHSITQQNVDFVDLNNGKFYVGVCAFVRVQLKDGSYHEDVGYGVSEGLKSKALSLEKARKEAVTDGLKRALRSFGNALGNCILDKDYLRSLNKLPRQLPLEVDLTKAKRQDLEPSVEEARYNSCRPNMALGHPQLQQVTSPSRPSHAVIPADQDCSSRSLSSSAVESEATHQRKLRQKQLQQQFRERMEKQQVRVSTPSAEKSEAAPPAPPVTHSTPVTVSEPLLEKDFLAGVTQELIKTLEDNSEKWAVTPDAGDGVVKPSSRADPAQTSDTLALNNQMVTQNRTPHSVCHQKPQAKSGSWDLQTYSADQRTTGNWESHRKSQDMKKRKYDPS
PGC1a acetyl inh = inhibitors of PGC1a acetylation signal, primary screen, cell-based, U2OS, AlphaScreen, inhibitor mode | AlphaScreen anti-acetyl-lysine; with virally co-expressed GCN5 acetyltransferase | inhibition, % at 15.6 µM | actives 0.17% (n = 350,000);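 active = every replicate shows inhibition of at least 40%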;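 note: 0% = neutral control wells and 100% = positive control wells; some results beyond the cut were filed as inactive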
miR-122 sensor = miR-122 Renilla sensor signal increase in Huh7, primary screen, miR-122 inhibitor project, cell-based, single point, plate reader; Huh7 miR-122 Renilla luciferase sensor, 48 h; neutral wells = 0, positive control = 100; activation (reporter increase), % at 12.5 µM; actives 0.3% (n = 340,000); AID 602342, 2012;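 active = mean replicate activation score at least 90 and every replicate individually at or above 90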;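 note: higher luciferase means less miR-122 activity so hits act as miR-122 inhibitors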
RAD54 branch = inhibitors of human RAD54 branch migration, primary screen, biochemical, fluorescence, single point; DNA repair and recombination protein RAD54-like (Homo sapiens), Q92698; RAD54 Holliday junction branch migration, FAM/BHQ fluorescence; inhibition, % at 10.4 µM; actives 0.14% (n = 360,000);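 active = mean normalized replicate activity at least 40 and at least half of replicates scoring 40 or more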;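 note: 0% = median of neutral control wells and 100% = median of positive control wells; inhibitors cause a drop in the FAM fluorescence signal; in these data hits start at about 50%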
* hit, by the source's call; / = no result given; & = joins results of further samples; [ ] = remark or other dose.

Values in the order – ERAP1 inh	E-sel inducer	Cneo AK release	PglD DTNB	RAD52 inh	PGC1a acetyl inh	miR-122 sensor	RAD54 branch
> C[C@H](CO)N1C[C@H](C)[C@H](CN(C)C(=O)Nc2ccc(F)cc2)Oc2ccc(NC(=O)Nc3ccc4c(c3)OCO4)cc2CC1=O
 : /	-0.1	0	3	/	-5	-4[16.7 µM]	0
> COCC(=O)Nc1ccc2c(c1)[C@H]1C[C@H](CC(=O)N(C)C)O[C@@H](CO)[C@H]1O2
 : /	-0.3	-1	2	/	-5	-1[16.7 µM]	/
> COCCn1c(C)nc2oc3ccc(Br)cc3c(=O)c2c1=O
 : /	/	-2	-4	/	/	-10	-3
> Nn1cnnc1N/N=C/c1ccc(F)cc1
 : 1	0.1	-10	3	1	5	-2	-15
> O=C(NC1=NC2CCCCC2N1)c1ccccc1 (configuration not stated)
 : /	/	-4	1	/	-1	-6	-6
> Cc1ccc(S(=O)(=O)c2nnn3c2nc(N2CCC(C(N)=O)CC2)c2ccccc23)cc1C
 : 4	2.4	0	0	-11	9	3	-7
> Cc1ccc(C(=O)N/C(=C/c2ccco2)C(=O)N2CCCCCC2)cc1
 : 0	/	1	-3	-3	-4	9	-2
> C[C@@H]1CN([C@H](C)CO)C(=O)c2cc(C#CCN(C)C)cnc2O[C@@H]1CN(C)C(=O)Nc1cccc(F)c1
 : -5	0.4	0	-3	-16	5	-2[16.7 µM]	-16
> Cc1ccc([N+](=O)[O-])cc1NC(=S)NCCc1ccccc1
 : -7	-0.3	-2	3	-5	/	20	4
> CCCN1[C@H](C(=O)N(C)C)[C@@H](CO)[C@@H]2Cn3c(ccc(-c4ccccc4OC)c3=O)[C@@H]21
 : 0	-0.3	9	-2	-12	/	/	-20
> CO[C@H]1CN(C)C(=O)c2cc(NC(C)=O)ccc2OC[C@@H](C)N(C(=O)c2ccccc2)C[C@@H]1C
 : -2	-0.3	7	3	9	/	1[16.7 µM]	0
> CC(C)NC(=O)N[C@H]1CC[C@@H](CC(=O)NCCN2CCCC2)O[C@@H]1CO
 : 1	-0.1	1	-1	-10	-2	/	-4
> C[C@H]1CN([C@@H](C)CO)C(=O)c2c(c3ccccc3n2C)-c2ccccc2CO[C@H]1CN(C)S(=O)(=O)c1ccccc1C#N
 : 1	0.1	42	-2	8	0	/	1
> CCn1c(SCCN2CCOCC2)nc2c1c(=O)n(C)c(=O)n2C
 : -3	/	12	-1	-4	2	-4	1
> Cc1cc(=O)[nH]c(Nc2cccc(Br)c2)n1
 : -1	/	1	-6	-5	28	6	2
> CCOc1ccc(N(CC(=O)N2CCN(c3ccccc3OC)CC2)S(=O)(=O)c2ccc(C)cc2)cc1
 : 5	-0.9	-1	-2	1	/	/	-3
> C[C@H]1CN([C@@H](C)CO)C(=O)c2cccc(NC(=O)Nc3ccc(C(F)(F)F)cc3)c2O[C@@H]1CN(C)C(=O)Nc1ccc2c(c1)OCO2
 : /	0.1	-3	-2	/	-10	8[16.7 µM]	-8
> CCC(CC)C(=O)Nc1cccc(C(=O)c2ccccc2)c1
 : /	/	11	-4	/	5	5	0
> COc1cc(C(=O)N/C(=C\c2cn(C)c3ccccc23)C(=O)N2CCOCC2)cc(OC)c1OC
 : -1	3.2	-1	-3	-25	/	-6	-3
> O=C(COC(=O)c1ccc(Cl)nc1)Nc1ccc2c(c1)CCC2
 : -1	/	2	-1	-11	3	-6	1

Continued, starting with the last two of the part before.
Values in the order – ERAP1 inh	E-sel inducer	Cneo AK release	PglD DTNB	RAD52 inh	PGC1a acetyl inh	miR-122 sensor	RAD54 branch
> COc1cc(C(=O)N/C(=C\c2cn(C)c3ccccc23)C(=O)N2CCOCC2)cc(OC)c1OC
 : -1	3.2	-1	-3	-25	/	-6	-3
> O=C(COC(=O)c1ccc(Cl)nc1)Nc1ccc2c(c1)CCC2
 : -1	/	2	-1	-11	3	-6	1
> NS(=O)(=O)c1ccc(-c2ccc(/C=C3\NC(=S)NC3=O)o2)cc1
 : 12	0.2	0	2	-25	20	-2	5
> CC1(C)CC(=O)C2=C(C1)OC(N)=C(C#N)C2c1ccc[nH]1 (configuration not stated)
 : 1	-0.8	3	2	-141	37	-5	-24
> Cc1nc2sc3c(c2c(=O)n1/N=C/c1cccnc1)CCCC3
 : 0	2.9	0	-3	-5	14	1	-4
> CC(=O)N1[C@H](C(=O)NC2CCC2)[C@@H](CO)[C@@H]2Cn3c(ccc(-c4ccc(F)cc4)c3=O)[C@@H]21
 : 4	-0.4	48	0	-1	/	/	-6
> O=C1CCc2cc(S(=O)(=O)Nc3ccccc3Cl)ccc2N1
 : 0	4.1	1	0	-16	3	-11	-8
> O=C(CCS(=O)(=O)c1cccc2nsnc12)N1CCN(Cc2ccc3c(c2)OCO3)CC1
 : /	/	-2	-1	/	-5	-9	-3
> COc1cccc(N2CCN(Cc3nc(N)nc(N4CCCc5ccccc54)n3)CC2)c1
 : /	/	7	1	/	-2	0	-1
> CC(C)c1cc(CNC(=O)c2ccc(OC3CCN(Cc4ccccn4)CC3)cc2)on1
 : 2	/	0	3	-14	-1	-2	-9
> C[C@@H]1CN([C@H](C)CO)S(=O)(=O)c2ccc(C3=CCCCC3)cc2O[C@@H]1CN(C)S(C)(=O)=O
 : -1	-0.3	-3	-3	8	-7	25[16.7 µM]	-3
> CC1CCN(C(=O)CN2C(=O)C(=O)N(C(C)C)C2=O)c2ccccc2S1 (configuration not stated)
 : 3	/	1	0	-7	-23	-7	1
> CN(C)c1ccc(NC(=O)c2cccc(N3C(=O)C4C5C=CC(C5)C4C3=O)c2)cc1 (configuration not stated)
 : /	/	2	5	/	2	-4	1
> COc1ccc(NC(=O)N(C)C[C@H]2OCCCC[C@H](C)Oc3ccc(NC(=O)Nc4ccc5c(c4)OCO5)cc3C(=O)N([C@@H](C)CO)C[C@@H]2C)cc1
 : -5&2	0.2	0&-4	3&-1	-13&17	2&7	-19	-5&-1
> COc1cc(NC(=O)C2CC(c3ccccc3Cl)=NO2)cc(OC)c1OC (configuration not stated)
 : 0	-0.1	-1	-2	-7	/	/	16
> COc1ccccc1/C=C1/SC(=S)N(CCC(=O)Nc2cccnc2)C1=O
 : -1	/	-2	-3	-133	/	2	-20
> COc1ccc(S(=O)(=O)Nc2ccc3c(c2)C(=O)N([C@H](C)CO)C[C@@H](C)[C@H](CN(C)C(=O)NC2CCCCC2)OCCCC[C@@H](C)O3)cc1
 : 2	/	0	0	-75	-21	-13[16.7 µM]	-5
> Cc1ccc(-c2nnc(SCC(=O)NCC3CCCO3)nc2-c2ccc(C)cc2)cc1 (configuration not stated)
 : 1	0.0	1	-8	-1	-15	-3	7
> C[C@@H]1CCCCO[C@H](CN(C)Cc2ccc3c(c2)OCO3)[C@@H](C)CN([C@H](C)CO)C(=O)c2cc(NC(=O)c3ccncc3)ccc2O1
 : /	-0.2	-4	6	/	-13	13[16.7 µM]	11
> CC(=O)Nc1ccc(SCC(=O)NNC(=O)CN(C)S(=O)(=O)c2ccc(C)cc2)cc1
 : 3	/	8	-1	-17	/	-1	-6
> C[C@H](NC(=O)[C@H](Cc1ccccc1)n1c(=O)[nH]c2ccccc2c1=O)C(=O)N1CCC(C(=O)O)CC1
 : -2	/	-2	-3	4	-1	0	-2
> CS(=O)(=O)CCC(C(=O)Nc1ccc2c(c1)OCO2)N1Cc2ccccc2C1=O (configuration not stated)
 : -1	/	4	0	2	3	/	0
> COc1ccc(CN(C)C[C@@H]2Oc3ccc(NC(=O)CCCCCC(=O)Nc4ccccc4N)cc3CC(=O)N([C@H](C)CO)C[C@H]2C)cc1
 : 4	-0.3	/	/	0	13	/	/
> Cc1ccc(S(=O)(=O)N2C[C@H]3n4c(=O)ccc(=O)n4C[C@H](OC(=O)NCC4CCCCC4)[C@@]3(O)C2)cc1
 : 8	-2.2	-3	-2	-11	-41	-26	4
> C[C@@H]1CCCCO[C@H](CN(C)S(C)(=O)=O)[C@@H](C)CN([C@H](C)CO)C(=O)c2cc(NC(=O)Cc3ccccc3)ccc2O1
 : 1	-0.1	-3	5	2	5	5[16.7 µM]	0
> C[C@H](CO)N1C[C@H](C)[C@@H](CN(C)Cc2ccccc2F)Oc2ncc(-c3ccccc3F)cc2C1=O
 : 2	1.3	-1	-2	-1	-2	9[16.7 µM]	6
> O=C(O)C[C@@H]1C[C@@H]2c3cc(NC(=O)C4CCC4)ccc3O[C@@H]2[C@H](CO)O1
 : -1	0.1	/	/	-10	-3	/	/
> CC(=O)c1ccc(C(=O)N2CCC(n3nccc3NC(=O)C3CC3)CC2)cc1
 : 2	/	-2	3	-3	/	/	12
> CCN(CC(=O)Nc1ccc(OC)cc1)C(=O)c1ccc(N2C(=O)CCC2=O)cc1
 : 0	0.3	12	4	-17	-4	6	-10
> Cc1cccc(C2=NN(c3ccccc3)[C@@H](C(=O)N3CCOC3=O)[C@@H]2C)c1
 : /	/	-3	0	-13	-2	6	10
> CC(C)(C)OC(=O)C[C@@H]1C/C=C\C[C@H](CC(=O)N(CCO)Cc2ccccc2)C(=O)N[C@@H](c2ccccc2)COC1=O
 : 5	-0.1	0	0	-3	/	/	-5
> CCOC(=O)C1CCCN(c2nnnn2-c2ccccc2)C1 (configuration not stated)
 : 3	/	-1	-4	-4	5	2	-3
> CC(C)CNC(=O)C1(C)CCCN1C(=O)c1c(Cl)cccc1Cl (configuration not stated)
 : 9	-0.1	2	-2	-1	-27	1	-3
> Cc1ccc(-c2c(C(=O)N/N=C/c3ccsc3)nnn2-c2nonc2N)cc1
 : 1	/	5	-5	-20	1	-4	10
> O=C(NNS(=O)(=O)c1ccc(F)cc1)C1CCCCC1
 : 0	-0.5	0	-1	1	/	/	3
> CCS(=O)(=O)Nc1ccc2c(c1)C(=O)N(C)C[C@@H](OC)[C@H](C)CN(C(=O)c1ccc3c(c1)OCO3)[C@@H](C)CO2
 : 1	0.0	-3	3	-10	5	/	6
> CCN(CC)S(=O)(=O)c1cccc(NC(=O)/C=C/c2cccc([N+](=O)[O-])c2)c1
 : -2	/	-3	16	3	4	-8	0
> Cc1ccnc(NS(=O)(=O)c2ccc(NC(=O)c3ccccc3F)cc2)n1
 : 0	0.4	18	3	-5	-7	-2	-4
> O=C(C[C@@H]1C=C[C@@H](NS(=O)(=O)c2ccc(F)cc2)[C@H](CO)O1)N1CCC(Cc2ccccc2)CC1
 : -2	-0.2	9	3	12	-3	/	-3
> Cc1ccc(NC(=O)c2ccc(C)c(NC3=NC4CS(=O)(=O)CC4S3)c2)cc1C (configuration not stated)
 : -2	-0.2	0	0	0	-9	7	4
> C[C@@H]1CN([C@H](C)CO)C(=O)c2cc(NC(=O)CCCN(C)C)ccc2O[C@@H](C)CCCCO[C@H]1CN(C)Cc1ccc(C(F)(F)F)cc1
 : -1	-0.1	3	2	34	39	22[16.7 µM]	10
> Cc1cc(C)c(S(=O)(=O)NCC(CCC(=O)O)C(F)(F)F)c(C)c1 (configuration not stated)
 : -1	1.1	2	-2	-8	-7	-7	4
> C=CCOc1ccc(/C(O)=C2/C(=O)C(=O)N(CCCn3ccnc3)C2c2cccs2)cc1 (configuration not stated)
 : /	/	-3	2	/	11	-6	-3
